L3MBTL1 block: blocks human L3MBTL1; Q9Y468; AlphaScreen L3MBTL1–H3K9me1 peptide binding; Potency, µM (top dose mostly 57.1 µM), for the others: top-dose activity, negative = inhibition, usual class: inhibitors; hit rate 0.66% among 230,000; active = well fitted inhibition curve with a large enough effect; inconclusive = small, poorly fitted or top-dose-only effect; inactive = no such curve, though single readings can be large or run the other way; also: nearly all actives have a fitted effect of over 60% in size
Target sequence (Q9Y468 whole entry, looked up): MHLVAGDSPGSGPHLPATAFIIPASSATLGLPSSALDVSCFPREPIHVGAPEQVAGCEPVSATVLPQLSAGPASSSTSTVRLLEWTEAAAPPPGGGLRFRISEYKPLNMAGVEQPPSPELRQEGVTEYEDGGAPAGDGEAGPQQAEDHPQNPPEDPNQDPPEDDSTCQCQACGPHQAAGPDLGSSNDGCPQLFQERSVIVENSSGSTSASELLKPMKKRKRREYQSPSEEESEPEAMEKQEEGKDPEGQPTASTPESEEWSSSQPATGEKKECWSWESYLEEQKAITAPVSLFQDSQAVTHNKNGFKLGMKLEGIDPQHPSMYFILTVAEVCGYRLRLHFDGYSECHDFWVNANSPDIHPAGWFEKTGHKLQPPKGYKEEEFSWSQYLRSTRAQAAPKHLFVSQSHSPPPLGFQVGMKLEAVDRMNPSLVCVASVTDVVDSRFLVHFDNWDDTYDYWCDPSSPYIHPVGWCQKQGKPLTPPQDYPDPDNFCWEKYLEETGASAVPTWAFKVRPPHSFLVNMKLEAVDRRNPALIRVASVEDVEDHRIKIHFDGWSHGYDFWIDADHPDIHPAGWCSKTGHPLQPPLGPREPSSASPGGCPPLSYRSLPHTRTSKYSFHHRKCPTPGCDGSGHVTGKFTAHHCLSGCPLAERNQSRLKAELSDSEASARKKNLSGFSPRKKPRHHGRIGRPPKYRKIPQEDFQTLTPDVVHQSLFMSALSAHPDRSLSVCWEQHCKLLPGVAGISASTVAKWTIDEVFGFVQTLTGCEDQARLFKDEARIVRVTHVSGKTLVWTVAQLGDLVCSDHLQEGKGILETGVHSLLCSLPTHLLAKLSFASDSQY
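Read-out is AlphaScreen signal from streptavidin donor and nickel chelate acceptor beads (10 ug/mL final each) bridging L3MBTL1 (50 nM) and biotinylated K9-monomethylated H3(1-15) peptide (75 nM), after 30 min compound exposure at room temperature.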
* = called active by the depositor; ? = inconclusive; & = joins results of further samples; ! = a repeat was not active; [ ] = dose if it differs, or a comment. % is scaled to controls: 0 for no effect and ±100 for the full control effect; potency is read from the fitted curve at half-maximal effect. An excerpt (hit frequency here may not be typical).

Sample of the layout:
#	SMILES	L3MBTL1 block
1	Cc1ccn2c(=O)nc(SCC(=O)Nc3ccc4c(c3)OCO4)nc2c1	?
2	N#Cc1ccccc1S(=O)(=O)N1CCN(C(=O)C2CCCCC2)CC1	30.3%
3	COc1ccc2oc(C(=O)Nc3nc4ccc(S(C)(=O)=O)cc4s3)c(C)c2c1	1.7%
4	COc1ccc2nc(NC(=O)C3CC(=O)N(c4ccc5c(c4)OCCO5)C3)sc2c1 (stereo unspecified)	-1.1%
5	CCOc1ccc(S(=O)(=O)N2CCOCC2)cc1NC(=O)CN1C(=O)NC(C)(c2ccc(C)cc2)C1=O (stereo unspecified)	-2.0%
6	O=C(NCC1(N2CCCCC2)CCCCC1)c1ccc(NS(=O)(=O)c2ccccc2)cc1	-13.8%
7	CCN1C(=O)c2cccc3c(S(=O)(=O)N4CCNCC4)ccc1c23	12.2%

The listing, from the first entry:
#	SMILES	L3MBTL1 block
1	Cc1ccn2c(=O)nc(SCC(=O)Nc3ccc4c(c3)OCO4)nc2c1	?
2	N#Cc1ccccc1S(=O)(=O)N1CCN(C(=O)C2CCCCC2)CC1	30.3%
3	COc1ccc2oc(C(=O)Nc3nc4ccc(S(C)(=O)=O)cc4s3)c(C)c2c1	1.7%
4	COc1ccc2nc(NC(=O)C3CC(=O)N(c4ccc5c(c4)OCCO5)C3)sc2c1 (stereo unspecified)	-1.1%
5	CCOc1ccc(S(=O)(=O)N2CCOCC2)cc1NC(=O)CN1C(=O)NC(C)(c2ccc(C)cc2)C1=O (stereo unspecified)	-2.0%
6	O=C(NCC1(N2CCCCC2)CCCCC1)c1ccc(NS(=O)(=O)c2ccccc2)cc1	-13.8%
7	CCN1C(=O)c2cccc3c(S(=O)(=O)N4CCNCC4)ccc1c23	12.2%
8	CN(CC(=O)Nc1ccccc1Cl)CC(=O)Nc1sc2c(c1C(N)=O)CCC2	-12.9%
9	CC(OC(=O)c1cnc(Cl)c(Cl)c1)C(=O)NCc1ccccc1 (stereo unspecified)	5.3%
10	CC(Oc1cccc(Cl)c1)C(=O)Nc1ccccc1N1CCCC1 (stereo unspecified)	-4.1%
11	Nc1nc(N)nc(-c2ccc(Cl)c(Cl)c2)n1	4.2%
12	C[C@@H]1COC(=O)[C@@H](CC(=O)OC(C)(C)C)C/C=C\C[C@@H](CC(=O)N(CCO)Cc2ccccc2)C(=O)N1	0.6%
13	CCCCn1c(N)c(N(CCC(C)C)C(=O)c2[nH]c(C)c(C(=O)OCC)c2C)c(=O)[nH]c1=O	0.2%
14	COc1ccc(CNc2cccc(C)n2)c(O)c1	-4.5%
15	Cc1csc(=O)n1CC(=O)Nc1ccc(Cl)cc1F	3.3%
16	CCCCn1c(N)c(N(CCOC)C(=O)COC(=O)C(C)Oc2ccc(Cl)cc2)c(=O)[nH]c1=O (stereo unspecified)	-1.4%
17	COC(=O)[C@]1(Cc2ccccc2)N[C@H](CN(C)C(=O)Nc2ccc(C)cc2)[C@@H]2C(=O)N(C)C(=O)[C@@H]21	2.3%
18	Cc1nn(-c2cccc(Cl)c2)nc1C(=O)Nc1cccc(C(=O)NC2CC2)c1	-8.0%
19	CC[C@@]1(c2ccccc2OC)ON(c2ccccc2C(F)(F)F)C1=O	42.0%[activator]
20	c1ccc2c(CCN3CCNC[C@H]3Cc3cccc4ccccc34)cccc2c1	-11.4%
21	COc1ccccc1NC(=O)c1ccccc1NC(=O)c1ccccn1	-0.2%
22	CCCCC1CCC(C(=O)N(CCOC)c2c(N)n(CC(C)C)c(=O)[nH]c2=O)CC1 (stereo unspecified)	-1.9%
23	CCOC(=O)C1CCN(C(=O)c2ccc(S(=O)(=O)Nc3ccccc3Cl)cc2)CC1	2.5%
24	CC(NC(=O)COC(=O)c1ccccc1F)C1CC2CCC1C2 (stereo unspecified)	0.8%
25	Cc1ccccc1OCC(=O)OCC(=O)Nc1ccc2c(c1)OCCO2	4.3%
26	Cc1ccc2c(CN3CCN(S(=O)(=O)c4ccccc4C(F)(F)F)CC3)cc(=O)oc2c1C	-2.9%
27	COc1ccc(/C=C/C(=O)N(C)C2(C)CCS(=O)(=O)C2)cc1 (stereo unspecified)	0.7%
28	CCCC(C(=O)Nc1ccc(S(=O)(=O)N2CCOCC2)cc1)c1ccccc1 (stereo unspecified)	10.3%
29	O=C1NC[C@H](c2ccccc2)N(CCC23CC4CC(CC(C4)C2)C3)C1=O	4.4%
30	C#CCOCCOCCOCCNc1nc(N2CCN(C(=O)[C@H](CCCN=C(N)N)n3cc(C(N)[C@@H](C)CC)nn3)CC2)nc(N2CCN(C(=O)[C@H](CC(N)=O)n3cc([C@@H](N)CC(N)=O)nn3)CC2)n1 (stereo partly specified)	-1.8%
31	O=C(Nc1cc(S(=O)(=O)N2CCOCC2)ccc1N1CCCCC1)c1ccc(Cl)cc1	-7.2%
32	COc1cc(C2C3=C(CC(C)(C)CC3=O)Nc3ccccc3N2C(C)=O)cc(OC)c1OC (stereo unspecified)	3.1%
33	O=C(CN1c2cccc3cccc(c23)S1(=O)=O)Nc1ccccc1Br	13.0%
34	Cc1ccccc1OCC(=O)NNC(=O)c1ccoc1C	2.9%
35	CCOc1ccc(S(=O)(=O)NCCC(=O)NCC(C)(C)N2CCOCC2)cc1	-1.2%
36	O=C(COC(=O)CCNS(=O)(=O)c1ccccc1)NC(=O)c1ccccc1	5.5%
37	COc1ccccc1N1CC(C(=O)NCC2COc3ccccc3O2)CC1=O (stereo unspecified)	-0.1%
38	COc1ccc(CCN(C)C(=O)CCNS(=O)(=O)c2ccccc2C(F)(F)F)cc1OC	-2.3%
39	COc1cc(C(=O)NNC(=O)c2ccc3ccccc3n2)cc(OC)c1OC	16.4%
40	NC(=O)C1CCN(c2nc(-c3ccc4ccccc4c3)cs2)CC1	-11.5%&-2.4%
41	CSCCC(NC(=O)COc1ccccc1)C(=O)N(C)CC(=O)Nc1ccc(Cl)cc1 (stereo unspecified)	-1.0%
42	O=[N+]([O-])c1cc(NS(=O)(=O)c2ccc(Cl)nc2)ccc1Cl	-2.8%
43	O=C(COC(=O)CN1C(=O)NC2(CCCC2)C1=O)Nc1ccccc1C(F)(F)F	-6.7%
44	COc1ccc(Cl)cc1C(=O)NNC(=O)c1nn(C)c(=O)c2ccccc12	12.6%
45	Cc1c(C)n2c(SCC(=O)Nc3ccc4c(c3)OCCO4)nnc2[nH]c1=O	3.5%
46	Cc1ccc(NC(=O)CNC(=O)c2ccc(Br)o2)nc1	-2.3%
47	COC(=O)c1ccc(CNC(=O)c2ccc(S(=O)(=O)N3CCCC(C)C3)cc2)cc1 (stereo unspecified)	7.2%
48	CC(C)N(C(=O)[C@H]1C[C@H](CC(=O)NCc2ccco2)C(=O)N2CCc3c([nH]c4cc(CCC(=O)N(C)C)ccc34)[C@]12C)C(C)C	0.1%
49	C=CCNc1nc(C(=O)OCC(=O)Nc2ccc(S(N)(=O)=O)cc2)cs1	-23.6%
50	O=C(COC(=O)c1ccccc1F)Nc1ccc2c(c1)OCCO2	5.3%
51	Cc1ccc(CNC(=O)c2ccc(N3CCC4(CC3)CC(c3cccc(Br)c3)=NO4)c(NC(=O)c3ccc(Cl)c([N+](=O)[O-])c3)c2)cc1	2.4%
52	CCCCN(C(=O)c1cccc(-n2cnnn2)c1)c1c(N)n(CC(C)C)c(=O)[nH]c1=O	2.9%
53	Cn1nnnc1SCC(=O)Nc1ccc(Br)cc1Br	39.0%[activator]
54	Cc1ccc(S(=O)(=O)NCC(=O)OCC(=O)N(C)C2CCS(=O)(=O)C2)cc1 (stereo unspecified)	-3.5%
55	CCOc1ccc(OC(=O)c2ccc3c(=O)n4c(nc3c2)CCC4)cc1	0.0%
56	CCN(CC(=O)Nc1c(F)cccc1F)C(=O)c1cccc(-n2cnnn2)c1	9.5%

Following part
#	SMILES	L3MBTL1 block
57	O=C1C=C(c2cccc3c2Oc2ccccc2S3)C[C@@H](c2ccc(Cl)cc2)C1	-10.0%
58	O=C(NCc1ccccc1Cl)c1ccc(S(=O)(=O)N2CCCC2)cc1	5.4%
59	CC(=O)c1cc2c(cc1NC(=O)CN(C)S(=O)(=O)c1cccs1)OCO2	3.0%
60	CN(CC(=O)Nc1c(Cl)cccc1Cl)CC(=O)N(C)C1(C#N)CCCCC1	8.4%
61	CC1C(=O)N2CCCc3cc(S(=O)(=O)Nc4ccccc4F)cc1c32 (stereo unspecified)	6.1%
62	O=C(CN1CCN(S(=O)(=O)c2cccs2)CC1)N1CCCCC1	5.1%
63	Cc1c(C2(O)CCCCC2)[nH]c2ccc(C#N)cc12	3.5%
64	CSCCC(NC(=O)c1ccccc1)C(=O)NCCCn1nc(C)cc1C (stereo unspecified)	3.9%
65	CC1CCCCN1C(=O)COC(=O)c1cc([N+](=O)[O-])ccc1N1CCOCC1 (stereo unspecified)	9.3%
66	CC(NC(=O)c1cc(Br)cs1)C1CCCO1 (stereo unspecified)	-0.1%
67	CCc1cc2c(=O)n(CCCOC)c(SCC(=O)Nc3oc(C)c4c(C)n[nH]c(=O)c34)nc2s1	10.1%
68	Cc1ccc(C)c(S(=O)(=O)NCC(c2ccco2)N2CCc3ccccc3C2)c1 (stereo unspecified)	0.6%
69	CN(C(=O)CSc1nnc(-c2ccco2)n1Cc1ccccc1)C1CCS(=O)(=O)C1 (stereo unspecified)	2.3%
70	COc1cc(-c2noc(C)c2C(=O)NCCCN2CCOCC2)cc(OC)c1OC	4.9%
71	COC(=O)c1ccc(CNC(=O)Cn2cnc(C(=O)Nc3ccc(C)c(C)c3)n2)cc1	-1.4%
72	O=C(CCc1nc2ccccc2c(=O)[nH]1)NNC(=O)c1ccc(Cl)cc1	-3.9%
73	O=C(CCN1C(=O)NC2(CCCC2)C1=O)Nc1cccc(S(=O)(=O)N2CCOCC2)c1	1.9%
74	O=C(CSc1nc2[nH]c(=O)cc(O)c2s1)Nc1ccc(Cl)c(C(F)(F)F)c1	-3.8%
75	c1ccc(CSc2nc3ncccn3n2)cc1	3.6%
76	O=S(=O)(c1ccc(N2CCN(CCO)CC2)nc1)N1CCOCC1	-3.8%
77	CC1CCN(C(C)C(=O)Nc2cc(S(=O)(=O)N3CCCCC3)ccc2Cl)CC1 (stereo unspecified)	-2.5%
78	CC1CCN(C(=O)COC(=O)c2ccc([N+](=O)[O-])o2)CC1	-19.4%
79	C=CC[C@H](CC(=O)N[C@H](CO)Cc1ccccc1)C(=O)N[C@@H](COC(=O)[C@@H](CC=C)CC(=O)OC(C)(C)C)Cc1c[nH]c2ccccc12	-8.7%
80	CCC(C)c1ccccc1NC(=O)C(C)OC(=O)CN1C(=O)NC(C)(C)C1=O (stereo unspecified)	3.7%
81	Cc1ccc(S(=O)(=O)CCC(=O)OCc2nnc(-c3ccccc3Br)o2)cc1	-0.9%
82	O=C(NCC#CCSc1nnc(-c2cccc3ccccc23)o1)c1cccs1	10µM*!
83	CCN(CC)S(=O)(=O)c1ccc(N2CCOCC2)c(NC(=O)c2[nH]c(C)c(C(C)=O)c2C)c1	-3.2%
84	CS(=O)(=O)c1ccc(C(=O)OCC(=O)Nc2cccnc2Cl)cc1[N+](=O)[O-]	-7.5%
85	O=C(Cn1c(=O)cnc2ccccc21)NNC(=O)c1ccc(Cl)cc1	-5.7%
86	COC(=O)CCNC(=O)Cc1ccc(S(=O)(=O)N2CCCCC2)s1	-5.5%
87	COC(=O)[C@@]12CCCN1[C@H](c1ccc(-c3cccc(Cl)c3)c(OC)c1)[C@H]1C(=O)N(C)C(=O)[C@H]12	-6.7%
88	O=C(NNC(=O)c1cc(-c2ccncc2)nc2ccccc12)c1cccc(Cl)c1	0.5%
89	COc1ccc([N+](=O)[O-])cc1NCC(=O)Nc1cccc(S(=O)(=O)N2CCCC2)c1	-9.4%
90	CCNc1nc(C#N)nc2c1ncn2-c1cc(F)cc(F)c1	17.5%
91	COc1ccc(NC(=O)COc2ccc(N(C)S(=O)(=O)c3ccc(Cl)cc3)cc2)cc1OC	-14.8%
92	O=C1N[C@@H](Cc2ccccc2)C(=O)N2CCC[C@@H]12	-3.5%
93	COc1ccc(S(=O)(=O)N2CCOCC2)cc1NC(=O)c1ccc(=O)[nH]c1	8.7%
94	COc1ccc(NC(=O)CN(C)C(=O)COc2ccccc2Cc2ccccc2)cc1	-1.9%
95	COc1ccc([C@H]2CC(=O)C=C(c3cccc(Br)c3)C2)cc1	11.0%
96	CCOC(=O)[C@H]1[C@H]2COc3ccc(Cl)cc3[C@@H]2N2C(=O)CN(C)C(=O)[C@@]12C	12.5%
97	O=C(COc1ccccc1F)NNC(=O)c1cc(Br)ccc1Cl	3.3%
98	CN1CCN(S(=O)(=O)c2ccc(Nc3ccc(F)cc3)c([N+](=O)[O-])c2)CC1	-3.1%
99	O=C(COC(=O)Cc1ccc(Cl)cc1)NC1CCCC1	5.2%
100	COc1cccc(NC(=O)CN(C)C(=O)CSc2nc3ccccc3s2)c1	9.6%
101	Cc1ccc(C)c(NC(=O)CCN2C(=O)C3CC=CCC3C2=O)c1 (stereo unspecified)	2.9%
102	CN(CC(=O)Nc1ccc(Cl)c(C(F)(F)F)c1)C(=O)CCCc1nc2ccccc2c(=O)[nH]1	9.9%
103	Cc1ccc(S(=O)(=O)N2CCN(CN3C(=O)CC4(CCCC4)C3=O)CC2)cc1	-1.7%
104	COc1ccc(C)cc1NC(=O)CCCN1C(=O)CN(C)C1=O	-0.2%
105	Cc1ccc(C(=O)OCC(=O)Nc2ccc3[nH]c(=O)[nH]c3c2)cc1S(=O)(=O)N1CCOCC1	-7.2%
106	C#CCOCCOCCOCCNc1nc(N2CCN(C(=O)CCCCCCCCCCNC(=O)[C@@H](CCSC)n3cc(CCO)nn3)CC2)nc(N2CCN(C(=O)CCCCCCCCCCNC(=O)[C@H]([C@@H](C)CC)n3cc(CCCCN=C(N)N)nn3)CC2)n1	-12.1%
107	COc1ccccc1C(CNC(=O)c1ccco1)N1CCCC1 (stereo unspecified)	1.6%

Assay outcomes (PubChem BioAssay)
